BLM inh = qHTS Assay for Inhibitors of Bloom's syndrome helicase (BLM). RecQ-like DNA helicase BLM (Homo sapiens), P54132. recombinant BLM DNA unwinding, fluorescence dequenching. Potency, µM (highest dose often 56.1 µM), without a hit: at the top dose activity change, negative = inhibition, most hits filed as inhibitors. 0.2% of 350,000 active;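 further: plate controls were vehicle for no effect and no enzyme for full effect; nearly all actives have a fitted effect of over 35% in size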
APE1 inh = qHTS Assay for Inhibitors of the Human Apurinic/apyrimidinic Endonuclease 1 (APE1); DNA repair nuclease/redox regulator APEX1 (Homo sapiens), P27695; recombinant APE1, TAMRA/BHQ-2 abasic DNA cleavage fluorescence; Potency, µM (doses to about 65.8 µM), without a hit: at the top dose activity change, negative = inhibition, hits mostly inhibitors; 0.35% of 350,000 active;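 further: plate controls were vehicle for no effect and reference inhibitor for full effect; nearly all actives have a fitted effect of over 55% in size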
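Endonuclease cleavage of a quenched abasic-site DNA duplex (50 nM) by APE1 (0.75 nM) was tracked by TAMRA dequenching. Compounds were preincubated with enzyme 15 min at room temperature; data normalized to buffer-only and DMSO wells plus NSC13755 control.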
JMJD2A Tudor inh = qHTS Assay for Inhibitors of JMJD2A-Tudor Domain. Lysine-specific demethylase 4A (Homo sapiens), O75164. AlphaScreen JMJD2A-Tudor / H3K4me3 peptide binding. Potency, µM (highest dose often 114 µM), for the others: at the highest dose activity change, negative = inhibition, hits mostly inhibitors. 4.4% of 390,000 active; further: on the % scale 0 is the no-effect control and ±100 the full control effect; nearly all actives have a fitted effect of over 50% in size
Target sequence (O75164 whole entry, looked up, the tested form may be a part): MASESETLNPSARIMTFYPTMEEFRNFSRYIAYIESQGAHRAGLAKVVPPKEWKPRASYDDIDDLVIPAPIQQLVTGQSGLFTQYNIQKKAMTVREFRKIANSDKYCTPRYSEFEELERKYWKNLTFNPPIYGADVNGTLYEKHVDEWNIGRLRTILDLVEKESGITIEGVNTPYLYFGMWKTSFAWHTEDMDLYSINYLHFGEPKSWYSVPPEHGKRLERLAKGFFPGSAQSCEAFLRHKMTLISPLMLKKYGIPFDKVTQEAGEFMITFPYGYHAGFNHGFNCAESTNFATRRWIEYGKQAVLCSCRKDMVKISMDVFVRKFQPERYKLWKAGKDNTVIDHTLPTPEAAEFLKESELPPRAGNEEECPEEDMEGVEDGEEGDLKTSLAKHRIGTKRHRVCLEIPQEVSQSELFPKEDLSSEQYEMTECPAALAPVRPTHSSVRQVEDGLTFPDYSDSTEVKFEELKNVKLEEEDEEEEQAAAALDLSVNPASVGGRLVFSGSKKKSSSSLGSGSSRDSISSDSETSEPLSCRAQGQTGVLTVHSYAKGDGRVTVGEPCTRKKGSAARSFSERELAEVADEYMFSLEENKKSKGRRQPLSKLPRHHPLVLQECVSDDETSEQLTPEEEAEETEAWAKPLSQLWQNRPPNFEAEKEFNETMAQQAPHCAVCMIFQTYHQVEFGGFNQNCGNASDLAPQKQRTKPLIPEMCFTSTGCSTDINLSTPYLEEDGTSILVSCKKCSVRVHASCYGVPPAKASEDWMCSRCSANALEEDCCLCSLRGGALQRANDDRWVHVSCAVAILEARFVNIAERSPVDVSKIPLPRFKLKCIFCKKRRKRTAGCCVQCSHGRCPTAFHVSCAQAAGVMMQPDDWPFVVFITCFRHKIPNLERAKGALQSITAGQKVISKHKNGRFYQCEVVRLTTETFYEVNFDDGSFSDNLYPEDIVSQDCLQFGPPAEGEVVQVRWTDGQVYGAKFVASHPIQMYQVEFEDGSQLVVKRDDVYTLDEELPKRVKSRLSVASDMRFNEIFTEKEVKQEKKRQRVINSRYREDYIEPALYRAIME
BAZ2B block = qHTS Assay for Inhibitors of BAZ2B | AlphaScreen BAZ2B-H3K14Ac peptide displacement | Potency, µM (highest dose often 114 µM), without a hit: at the highest dose activity change, negative = inhibition, most hits filed as inhibitors | 4.4% of 360,000 active | AID 504333, 2011; further: on the % scale 0 is the no-effect control and ±100 the full control effect; nearly all actives have a fitted effect of over 60% in size
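BAZ2B 50 nM plus b-H3(5-23)K14Ac 50 nM, PBS pH 7.4/0.01% Tween-20, 30 min RT; compound added (max 110 uM), 30 min RT; streptavidin donor/Ni-chelate acceptor beads 10 ug/mL final, 20 min dark; AlphaScreen read.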
Pol eta inh = qHTS for Inhibitors of Polymerase Eta; AID 588591, 2011; recombinant Pol eta, fluorescent DNA replication assay; 1.2% of 390,000 active; DNA polymerase eta (Homo sapiens), Q9Y253; Potency, µM (titrated, usually from 114 µM), without a hit: at the highest dose activity change, negative = inhibition, actives largely listed as inhibitors; further: on the % scale 0 is the no-effect control and ±100 the full control effect
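Fluorescent replication assay: 50 nM final substrate added after a 15 min room-temperature compound preincubation with 10 nM enzyme. Signal taken at 0 min and again at 10 min.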
G9a inh = qHTS Assay for Inhibitors of Histone Lysine Methyltransferase G9a. Potency, µM (series often up to 102 µM), without a hit: at the top dose activity, negative = inhibition, hits mostly inhibitors. AID 504332, 2011. G9a H3K9 monomethylation, AlphaScreen, 2 h. 8.8% of 350,000 active; further: on the % scale 0 is the no-effect control and ±100 the full control effect; nearly all actives have a fitted effect of over 75% in size
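Quantitative HTS format: methyltransferase activity on a biotin-tagged H3K9 peptide is measured by AlphaScreen, using a rabbit anti-monomethyl-H3K9 antibody with streptavidin donor and anti-IgG acceptor beads. Final levels are 20 nM enzyme, 500 nM peptide, 20 uM SAM; 2 h RT.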
POLI inh = qHTS for Inhibitors of Polymerase Iota; DNA polymerase iota (Homo sapiens), Q9UNA4; Pol iota fluorescent replication assay, 10 min; Potency, µM (top dose mostly 115 µM), without a hit: top-dose activity, negative = inhibition, usual class: inhibitors; 1% of 390,000 active; AID 588590, 2011
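Pol iota at 10 nM preincubated 15 min with compounds at room temperature; reaction started with fluorescent substrate, 50 nM final. Fluorescence read kinetically at 0 and 10 min; buffer-only wells as negative control.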
Pol kappa inh = qHTS for Inhibitors of Polymerase Kappa; 0.53% of 400,000 active; purified Pol kappa, fluorescent DNA synthesis assay, 10 min; Potency, µM (highest dose often 107 µM), inactives show at the top dose activity, negative = inhibition, usual class: inhibitors; DNA polymerase kappa (Homo sapiens), Q9UBT6; further: on the % scale 0 is the no-effect control and ±100 the full control effect
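Kinetic fluorescence screen: compound preincubated 15 min RT with 10 nM enzyme; 50 nM substrate (final) initiates; reads at 0/10 min.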
Pol beta inh = qHTS Assay for Inhibitors of DNA Polymerase Beta | Pol beta primer extension/strand displacement, fluorescence kinetic | Potency, µM (top dose mostly 114 µM), inactives show at the highest dose activity change, negative = inhibition, usual class: inhibitors | 1.3% of 340,000 active; further: on the % scale 0 is the no-effect control and ±100 the full control effect
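Values derive from four-parameter Hill fits of normalized kinetic data: reads at 0 and 10 min following addition of 50 nM substrate to 10 nM Pol beta preincubated 15 min with compound.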
Active calls of the source: *; ? = inconclusive; · = not tested or not shown; [ ] = dose if it differs, or a comment. The call rests on the fitted dose curve; in most records, active means well fitted curve in the direction sought with a large enough effect; inconclusive means small, poorly fitted or top-dose-only effect, or another doubt; inactive means no such curve, though single readings can be large; an effect the other way counts as inactive or inconclusive. Potency means the concentration at half of the fitted maximal effect. Some of the compounds tested; rates above refer to the full screens.

Keys: A = BLM inh; B = APE1 inh; C = JMJD2A Tudor inh; D = BAZ2B block; E = Pol eta inh; F = G9a inh; G = POLI inh; H = Pol kappa inh; I = Pol beta inh
(1) O=C(CSc1nncn1-c1ccccc1)Nc1ccccc1F
  A: -9%	B: -4%	C: -12%	D: 10%	E: 3%	F: 13%	G: 4%	H: -24%	I: 3%
(2) O=c1[nH]c(CSc2nnc(-c3ccco3)n2-c2ccccc2)nc2sc3c(c12)CCC3
  A: -8%	B: 1%	C: ·	D: ·	E: ·	F: 19%[59 µM]	G: ·	H: ·	I: ?
(3) c1ccc(C(c2nnnn2C2CCCC2)N2CCN(c3ccccc3)CC2)cc1 (stereo not given)
  A: -3%	B: 4%	C: -22%	D: -33%	E: -5%	F: -22%[59 µM]	G: 13%	H: -10%	I: 23%
(4) CC(C)C[C@H]1CNC(=S)N1CC1CCN(CCC23CC4CC(CC(C4)C2)C3)CC1
  A: ·	B: ·	C: -19%	D: ·	E: -23%	F: ·	G: 28%	H: 7%	I: ·
(5) COc1ccccc1N1CC(C(=O)Nc2ccc3c(c2)OCO3)CC1=O (stereo not given)
  A: -7%	B: 3%	C: -14%[11.4 µM]	D: -33%	E: -24%	F: -31%	G: 61%[activator]	H: -10%	I: ?
(6) Cc1ccc(-n2c(N)c(C#N)c(-c3ccc(Cl)cc3)c(C#N)c2=O)cc1
  A: -2%	B: -6%	C: 0%	D: 3%	E: -2%	F: 9%[2.33 µM]	G: 4%	H: -1%	I: 1%
(7) O=[N+]([O-])/C(N=Nc1ccccc1)=N\Nc1ccccc1
  A: 0%	B: 2%	C: -21%	D: -21%	E: -10%	F: 32µM*	G: 92%[activator]	H: -2%	I: 21%
(8) Cn1c(=O)n(C)c2cc(S(=O)(=O)Nc3ccccc3)ccc21
  A: -1%	B: 1%	C: -1%	D: -35%	E: 2%	F: 4%	G: -2%	H: -11%	I: 0%
(9) CC(=O)c1cc2c(cc1NC(=O)CSc1nc3ccc(C)cc3[nH]1)OCO2
  A: -3%	B: 2%	C: -14%	D: 3%	E: -23%	F: -39%	G: 109%[activator]	H: -11%	I: -13%[57.1 µM]
(10) COc1ccc(C(c2nnnn2CCc2ccccc2)N2CCN(C3CCCC3)CC2)cc1OC (stereo not given)
  A: -2%	B: -1%	C: -4%	D: ?	E: -13%	F: 50µM*	G: ?	H: 6%	I: 14%
(11) O=C(CN(C(=O)CCC(=O)Nc1nccs1)c1ccc2c(c1)OCO2)NCc1ccccc1
  A: -5%	B: -5%	C: -1%	D: -6%	E: -2%	F: 11%	G: 11%	H: 2%	I: 43%
(12) Cc1ccc(N2CC(C(=O)Nc3cccc(C(=O)NC4CC4)c3)CC2=O)cc1 (stereo not given)
  A: ·	B: 34%	C: -14%	D: -37%	E: 35µM*	F: 5%[12.7 µM]	G: ?	H: 0%	I: ·
(13) COc1ccc(CCNS(=O)(=O)c2cn(C)c(=O)n(C)c2=O)cc1
  A: -2%	B: 3%	C: 0%	D: 27%	E: -14%	F: 31%[59 µM]	G: 18%	H: 0%	I: 3%
(14) O=C1C(C=NCC2CCCO2)=C(O)c2ccccc21 (stereo not given)
  A: 1%	B: -7%	C: -15%	D: 8%	E: -1%	F: -5%[59 µM]	G: -2%	H: -14%	I: -1%
(15) Cc1cc(C)c2c(NC(=S)NC(=O)c3ccccc3)n[nH]c2n1
  A: -4%	B: 1%	C: -5%	D: -29%	E: -15%	F: -18%	G: 58%[activator]	H: -6%	I: 0%
(16) Cn1c(C(=O)NCCN2CCCCCC2)cc2c(=O)n(C)c3ccccc3c21
  A: 54%[activator]	B: -8%	C: -31%	D: ?	E: ?	F: 35µM*	G: ?	H: 7%	I: -6%
(17) CCCCN(C)CCNC(=O)C1CCCN(S(=O)(=O)c2ccc3c(c2)oc(=O)n3C)C1 (stereo not given)
  A: 2%	B: ·	C: -8%	D: -2%	E: -17%	F: -7%[59 µM]	G: 24%	H: 2%	I: 22%
(18) O=C(CC1C(=O)N(c2ccc(F)cc2)C(=O)N1Cc1ccc2c(c1)OCO2)Nc1ccc(F)cc1 (stereo not given)
  A: -7%	B: ·	C: -10%	D: -3%	E: -23%	F: 0%[59 µM]	G: 40%	H: 3%	I: 3%
(19) O=C(O)c1cnn(-c2nc(-c3ccc(Cl)cc3)cs2)c1C(F)(F)F
  A: -2%	B: 21%	C: -12%	D: 2%	E: -1%	F: 9%	G: 18%	H: -7%	I: -7%
(20) Cn1c(=O)c2c(nc(SCc3ccccc3)n2Cc2ccc(Cl)cc2)n(C)c1=O
  A: -4%	B: 0%	C: -11%	D: 10%	E: -15%	F: -1%[59 µM]	G: 2%	H: 14%	I: -20%
(21) CCCC12CN3CC(C)(CN(C1)C3c1ccc(OC(C)C)cc1)C2=O (stereo not given)
  A: -3%	B: 8%	C: 27%	D: 18%	E: -2%	F: 2%	G: 0%	H: -2%	I: 42%
(22) Cc1nc(C)c(C(=O)C2=C(O)C(=O)N(CCN(C)C)C2c2cccs2)s1 (stereo not given)
  A: -4%	B: -2%	C: 1%	D: 0%	E: -12%	F: -29%[59 µM]	G: 16%	H: 0%	I: 14%
(23) NC(=O)c1ccccc1N/C=C/C(=O)c1cccs1
  A: -7%	B: -5%	C: -9%	D: 2%	E: -9%	F: -13%[59 µM]	G: 17%	H: -7%	I: 11%
(24) COc1cc(F)ccc1S(=O)(=O)N1CCN(Cc2ccccc2)CC1
  A: 0%	B: 7%	C: -2%	D: 2%	E: -16%	F: -8%[0.501 µM]	G: 113%[activator]	H: -7%	I: -41%
(25) CCOc1cc(S(=O)(=O)N(CC)CC)ccc1F
  A: -2%	B: 2%	C: 12%	D: ?	E: -13%	F: -37%[59 µM]	G: 3%	H: -7%	I: 4%
(26) CCCC1S/C(=N/N=C/c2ccc(OC)cc2)N(Cc2ccccc2)C1=O (stereo not given)
  A: -9%	B: 3%	C: 10%	D: 0%	E: -4%	F: 26%[59 µM]	G: 2%	H: -6%	I: -19%
(27) O=C1CCCc2nc(N3CCN(C(=O)c4ccco4)CC3)ncc21
  A: -2%	B: -14%	C: -10%	D: 1%	E: -4%	F: 29%	G: 20%	H: 3%	I: 0%
(28) CCO[C@@H]1OC(C(=O)NC2CC2)=C[C@H](c2ccc(Br)cc2)[C@H]1CCCO
  A: -3%	B: -3%	C: -19%	D: 4%	E: -10%	F: 13%[59 µM]	G: 30%	H: -1%	I: 1%
(29) COc1cc2c3c(c1)c(C1=NC(=S)NC1=O)c(O)n3C(C)(C)C=C2C
  A: 0%	B: 1%	C: -36%	D: -38%	E: 1%	F: ?	G: -5%	H: -1%	I: 1%
(30) Cc1ccc(C(=O)Cn2c(-c3ccccc3)noc2=O)cc1
  A: -5%	B: 4%	C: 12%	D: -16%	E: -7%	F: 7%	G: -19%	H: -2%	I: 0%
(31) CCOC(=O)C1=C(O)/C(=C/c2ccc(-c3ccccc3C(=O)O)o2)SC1=Nc1ccc(C)cc1
  A: -2%	B: 0%	C: 50µM*	D: -36%	E: 22µM*	F: 12%	G: ?	H: 40µM*	I: 3%
(32) COC(=O)c1ccccc1NC(=O)C1CCN(C(=O)N2CCOc3ccccc32)CC1
  A: -5%	B: -7%	C: -12%	D: 9%	E: -15%	F: ·	G: 4%	H: 7%	I: 89µM*
(33) CCCc1nc(SCC(=O)N2CCc3ccccc32)c2c(C)c(C)sc2n1
  A: 1%	B: 2%	C: ·	D: 10%	E: ·	F: -2%[0.0925 µM]	G: ·	H: ·	I: 17%
(34) Cc1ccc(NC(=O)COC(=O)C2C3CC4OC(=O)C2C4C3)cc1 (stereo not given)
  A: -4%	B: -24%	C: -4%	D: -9%	E: -16%	F: -7%	G: 2%	H: 2%	I: 23%
(35) COc1ccc(C(=O)N(Cc2ccccc2)Cc2cc3cc4c(cc3[nH]c2=O)OCCO4)cc1
  A: 0%	B: 5%	C: -7%	D: 25%	E: -3%	F: 10%[59 µM]	G: 13%	H: -5%	I: -7%
(36) COc1ccc(NC(=O)CN(C)CC(=O)Nc2ccccc2SC)cc1Cl
  A: -9%	B: 0%	C: -15%	D: 3%	E: -16%	F: ?	G: 5%	H: -17%	I: 17%[57.1 µM]
(37) N#CC(C(=O)OCc1ccccc1)c1nc2ccccc2nc1N1CCOCC1 (stereo not given)
  A: -6%	B: -7%	C: ?	D: -37%	E: 3%	F: -20%[59 µM]	G: -1%	H: -24%	I: ?
(38) CCC(=O)N(Cc1cc2cc(OC)ccc2[nH]c1=O)c1ccc(C)cc1C
  A: -2%	B: 15%	C: -16%	D: -5%	E: -3%	F: ?	G: 30%	H: -16%	I: 2%
(39) CCOC(=O)c1sc(NC(C)=O)cc1C
  A: -2%	B: -2%	C: -9%	D: -6%	E: -8%	F: 9%	G: 18%	H: 19%	I: -11%
(40) CCN(CC)C(=O)CSc1nnc(-c2ccccc2)o1
  A: 1%	B: -2%	C: -4%	D: 12%	E: -1%	F: 79µM*	G: -6%	H: -3%	I: 2%
(41) COc1ccccc1NC(=O)CCc1nnc2ccc(N3CCN(C)CC3)nn12
  A: 2%	B: 51%[activator]	C: 1%	D: -2%	E: -3%	F: -19%	G: 28%	H: 3%	I: 29%

A different layout for some results above:
37. N#CC(C(=O)OCc1ccccc1)c1nc2ccccc2nc1N1CCOCC1 (stereo not given)
38. CCC(=O)N(Cc1cc2cc(OC)ccc2[nH]c1=O)c1ccc(C)cc1C
39. CCOC(=O)c1sc(NC(C)=O)cc1C
40. CCN(CC)C(=O)CSc1nnc(-c2ccccc2)o1
41. COc1ccccc1NC(=O)CCc1nnc2ccc(N3CCN(C)CC3)nn12
entry no. | 37 | 38 | 39 | 40 | 41
BLM inh | -6% | -2% | -2% | 1% | 2%
APE1 inh | -7% | 15% | -2% | -2% | 51%[activator]
JMJD2A Tudor inh | ? | -16% | -9% | -4% | 1%
BAZ2B block | -37% | -5% | -6% | 12% | -2%
Pol eta inh | 3% | -3% | -8% | -1% | -3%
G9a inh | -20%[59 µM] | ? | 9% | 79µM* | -19%
POLI inh | -1% | 30% | 18% | -6% | 28%
Pol kappa inh | -24% | -16% | 19% | -3% | 3%
Pol beta inh | ? | 2% | -11% | 2% | 29%

Assay outcomes as filed in PubChem.
